MsrA inhibitor: inhibitors of bovine MsrA; purified bovine MsrA, absorbance read-out; inhibition, % at 15.5 µM; 360,000 compounds, 0.75% hits; in the data active = inhibition above about 4.5%;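 also: 0% = vehicle wells with enzyme and 100% = reference inhibitor wells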
STEP block: blocks human striatal-enriched tyrosine phosphatase; P54829; recombinant STEP, OMFP fluorogenic substrate, fluorescence; inhibition, % at 20 µM; 360,000 compounds, 0.25% hits; AID 588621;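 active = inhibition at 20 µM, scaled per plate between control wells, above about 37%, limit read from the data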;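 also: 0% = DMSO with enzyme and substrate and 100% = substrate only without enzyme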
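Assay system: isolated STEP enzyme. Buffer or medium: pH 6.0 Bis-Tris with DTT and Tween 20. Also added: fluorogenic phosphatase substrate OMFP at 25 µM final. Dosing: 20 µM, 1% DMSO. Timing: 20 min reaction, room temperature, in the dark. Measured by: fluorescence intensity, excitation 480 nm, emission 540 nm. Evaluation: normalized % inhibition.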
LMPTP inh: LMPTP (human) inhibition; recombinant LMPTP-A, OMFP fluorogenic substrate, fluorescence intensity; inhibition, % at 20 µM; 360,000 compounds, 0.22% hits; AID 651560;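 active = compounds that cut the enzyme signal by at least half of the control window in the single-dose screen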;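 also: plate controls were DMSO wells with enzyme plus substrate for no effect and substrate without enzyme for full effect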
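Material: LMPTP-A; amount: 0.625 nM enzyme; doses: single 20 µM dose; times: reaction 50 min, room temperature, dark; technique: fluorescence intensity of OMFP turnover product; benchmarks: no-enzyme and uninhibited controls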
E coli Lon inh: inhibitors of E. coli Lon protease; inhibition, % at 7.94 µM; AID 602123; 360,000 compounds, 0.42% hits; purified E. coli Lon protease, fluorescence polarization; P0A9M0; in the data active = inhibition above about 13%, passing the limit was not always enough;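 also: 0% = enzyme with probe and DMSO and 100% = no enzyme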
Scp1 inh: Scp-1 (human) phosphatase inhibition. inhibition, % at 20 µM. Q9GZU7. 340,000 compounds, 0.88% hits. AID 493091. Recombinant Scp1, phosphopeptide, malachite green phosphate absorbance;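 active = inhibition above about 50% at 20 µM, limit read from the data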;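 also: plate controls were DMSO wells with enzyme for no effect and wells lacking enzyme for full effect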
Target sequence (Q9GZU7 76-261 limits assumed): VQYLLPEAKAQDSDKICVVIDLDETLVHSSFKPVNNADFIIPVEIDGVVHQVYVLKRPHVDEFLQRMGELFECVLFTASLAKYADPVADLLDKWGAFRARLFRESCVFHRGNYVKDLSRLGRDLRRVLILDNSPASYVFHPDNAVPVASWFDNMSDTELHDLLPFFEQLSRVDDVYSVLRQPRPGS
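System: SCP-1 catalytic domain; Reagent: Phospho 17-mer peptide substrate; Doses: one concentration, 20 µM, with 1.0% DMSO; Incubation: 45 min room-temperature reaction, 5 min colour, 30 min stabiliser; Signal: Phosphate-binding colour reagent, absorbance read at 630 nm.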
SUMO1 PPI mod: SUMO1-SIM interaction modulation; AID 602429; P63165; SUMO1 binding to a labelled peptide, TR-FRET, 1 h; 360,000 compounds, 0.33% hits; inhibition, % at 20 µM; in the data active = inhibition above about 37%
DNMT1 inh: DNMT1 (human) enzyme inhibition; P26358; DNMT1 molecular beacon, Hinp1I cleavage, fluorescence; inhibition (reported as % activation of signal), % at 10 µM; 360,000 compounds, 0.83% hits; in the data active = inhibition above about 50%
MsrA act: bovine methionine sulfoxide reductase A activation. purified bovine MsrA, absorbance read-out. activation, % at 10.6 µM. 360,000 compounds, 0.3% hits; in the data active = activation above about 7.5%;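 also: 0% = vehicle and 100% = reference activator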
Tb MetRS inh: Trypanosoma brucei MetRS inhibition; purified T. brucei MetRS, ATP depletion, Kinase-Glo luminescence; inhibition, % at 11.9 µM; 360,000 compounds, 0.4% hits; AID 624268;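 active = inhibition above a per-plate cutoff of the control wells' mean inhibition plus 3 SD, cut at about 5.5% in these data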;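 also: 0% = DMSO wells median and 100% = median of wells with control inhibitor compound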
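assay system = parasite MetRS enzyme | timing = 15 min preincubation, 2 h reaction, all 25 °C | evaluation = percent inhibition relative to median high and low control wells | medium = HEPES buffer containing pyrophosphatase, BSA, spermine, DTT | compound = single dose, 11.9 µM final nominal, 0.9% final DMSO | detection = Kinase-Glo luminescence, ATP depletion format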
CendR NRP1 mod: modulators of CendR peptide binding to human neuropilin-1; FAM-RPARPAR peptide binding to NRP-1, fluorescence polarization; inhibition, % at 25 µM; 360,000 compounds, 0.85% hits; AID 602438;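 active = inhibition or corrected inhibition above about 18%, plus a signal ratio from 0.5 to 1.5, limit read from the data, passing the limit was not always enough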; also: strong numbers were not always called active
Target sequence (O14786 whole entry, looked up): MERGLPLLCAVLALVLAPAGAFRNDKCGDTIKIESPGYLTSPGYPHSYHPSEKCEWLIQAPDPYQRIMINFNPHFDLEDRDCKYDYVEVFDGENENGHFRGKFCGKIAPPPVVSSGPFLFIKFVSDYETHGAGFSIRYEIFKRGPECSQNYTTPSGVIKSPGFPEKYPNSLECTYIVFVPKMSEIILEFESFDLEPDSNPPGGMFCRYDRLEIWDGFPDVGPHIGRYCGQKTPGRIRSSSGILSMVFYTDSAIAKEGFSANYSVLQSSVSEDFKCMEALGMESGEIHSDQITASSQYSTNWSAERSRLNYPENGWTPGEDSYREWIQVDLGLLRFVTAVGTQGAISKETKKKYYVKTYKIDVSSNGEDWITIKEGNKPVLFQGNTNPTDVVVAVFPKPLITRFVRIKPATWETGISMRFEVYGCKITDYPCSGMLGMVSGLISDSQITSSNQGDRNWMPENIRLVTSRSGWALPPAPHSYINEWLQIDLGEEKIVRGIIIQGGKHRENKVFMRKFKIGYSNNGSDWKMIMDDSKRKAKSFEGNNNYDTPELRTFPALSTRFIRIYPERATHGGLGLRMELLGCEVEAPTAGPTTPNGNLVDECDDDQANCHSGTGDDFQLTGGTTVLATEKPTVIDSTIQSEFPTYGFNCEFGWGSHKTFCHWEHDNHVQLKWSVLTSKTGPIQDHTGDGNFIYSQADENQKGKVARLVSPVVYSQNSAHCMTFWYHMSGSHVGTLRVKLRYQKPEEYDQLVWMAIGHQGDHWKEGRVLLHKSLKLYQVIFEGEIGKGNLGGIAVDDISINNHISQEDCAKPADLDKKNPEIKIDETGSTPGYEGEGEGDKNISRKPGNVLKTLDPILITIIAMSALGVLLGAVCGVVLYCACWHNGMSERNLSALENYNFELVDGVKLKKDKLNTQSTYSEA
* hit, by the source's call; x = not tested or not shown.

SMILES	MsrA inhibitor	STEP block	LMPTP inh	E coli Lon inh	Scp1 inh	SUMO1 PPI mod	DNMT1 inh	MsrA act	Tb MetRS inh	CendR NRP1 mod
COc1ccc(OC)c(NC(=O)Cc2coc3ccc(C)cc23)c1	-0.2	1	1.3	-7	-20	0	-21	-2	-0.7	-3
CCO/N=C(\C)c1c(O)cc(C(C)C)n(-c2ccccc2)c1=O	-0.3	-3	-2.4	-2	-3	0	5	-7	-0.9	-8
Cc1ccc(N(CC(=O)N(C)Cc2ccccc2)S(C)(=O)=O)cc1C	0.2	-1	-0.8	3	-2	7	11	-2	-0.9	-9
CCOc1cccc(-c2c(C(=O)N/N=C(\C)c3cccs3)nnn2-c2nonc2N)c1	0.0	-6	-0.8	1	-8	-12	-4	-3	0.0	4
COc1ccc(OCCCn2cc(/C=C3/C(=N)N4C=C(C)SC4=NC3=O)c3ccccc32)cc1	-0.3	0	2.8	2	-11	0	-1	-3	-0.1	-2
O=C(COc1ccccc1)n1nc(-c2ccc(Cl)cc2)nc1NCc1ccco1	0.1	-2	1.2	14	-5	0	2	-1	0.7	4
CN(C)S(=O)(=O)n1cc(/C=C(\NC(=O)c2ccccc2Cl)C(=O)NCCCn2ccnc2)c2ccccc21	-0.2	3	0.4	-1	-8	-9	-1	-4	0.4	11
COc1ccccc1OCCCOc1ccc([N+](=O)[O-])cc1Cl	0.3	7	1.5	-10	-13	-7	-4	0	1.5	-4
CCOC(=O)N1CCN(CC(=O)Nc2ccc(F)c(F)c2)CC1	0.8	-3	1.9	-4	6	0	15	-14	1.0	3
Cn1nc(C(=O)Nc2nc3ccccc3[nH]2)ccc1=O	1.8	-3	-0.8	3	-1	-2	0	-5	-0.6	0
COc1ccc(C(=S)N(C)C)cc1OC	0.5	1	0.3	0	1	0	-1	-3	-1.1	18
COc1ccc(-n2nc3c(c2NC(=O)COc2cccc(OC)c2)CS(=O)(=O)C3)cc1	-1.0	5	0.2	0	-5	14	2	-3	0.0	-11

Next section, starting with the last three of the part before.
SMILES	MsrA inhibitor	STEP block	LMPTP inh	E coli Lon inh	Scp1 inh	SUMO1 PPI mod	DNMT1 inh	MsrA act	Tb MetRS inh	CendR NRP1 mod
Cn1nc(C(=O)Nc2nc3ccccc3[nH]2)ccc1=O	1.8	-3	-0.8	3	-1	-2	0	-5	-0.6	0
COc1ccc(C(=S)N(C)C)cc1OC	0.5	1	0.3	0	1	0	-1	-3	-1.1	18
COc1ccc(-n2nc3c(c2NC(=O)COc2cccc(OC)c2)CS(=O)(=O)C3)cc1	-1.0	5	0.2	0	-5	14	2	-3	0.0	-11
CCOC(=O)N1CCN(CC(=O)N2CCC(C(N)=O)CC2)CC1	0.1	-2	-2.1	-2	16	-1	3	-1	0.0	-2
Cc1ccc(-n2nnnc2SCC(=O)NNC(=O)c2ccco2)c(C)c1	0.0	-2	-1.3	1	-10	0	6	-3	-0.7	8
Fc1ccc(C2N(c3ccccc3)C(=S)N3CCCN23)cc1 (centres undefined)	0.2	4	-0.7	-10	-2	-2	-3	-2	-0.3	10
CCOc1cc(NC(=O)C2CCCCC2)c(OCC)cc1NC(=O)c1ccccn1	-0.2	1	0.2	2	-7	-1	2	-1	-0.1	4
Cc1ccc(C)c(-n2nnnc2Sc2nnnn2-c2ccccc2)c1	1.4	0	-0.7	1	-2	0	14	0	0.1	-3
COC(=O)CSc1nnc(-c2ccccc2OC)o1	-0.8	5	-2.2	-7	0	-4	2	-3	0.0	0
Cc1ccc(-n2ncc3c2CCCC3NC(=O)CCn2ccnc2C)cc1C (centres undefined)	0.0	-3	0.2	-4	-10	-4	-1	-3	-0.3	1
CC1CCN(C(=O)c2ncn(C)c2C(=O)N2CCC(C)CC2)CC1	-0.2	0	-1.5	7	42	1	7	-2	-0.1	1
CC(=O)c1ccc(-c2cnc3c(NC=O)cc(-c4cccc(C(=O)N(C)C)c4)cn23)cc1	2.2	0	1.7	-28	x	-21	-7	-4	-0.3	-24
Cc1cc(NC(=O)CSc2nc3cc(C)c(C)cc3cc2C)no1	-0.8	1	0.9	3	-1	-32	22	-2	-0.1	4
CCn1cc(C(=O)NCCCO)c(=O)c2cc(F)c(N3CCN(C)CC3)cc21	1.5	2	-1.8	2	2	-1	2	-2	-0.2	3
CC(C)Cc1ccc(C(C)C(=O)OCC(=O)c2c[nH]c3ccccc23)cc1 (centres undefined)	0.5	-1	0.1	-8	-20	-1	-1	0	0.3	2
CCOC(=O)c1sc(-c2ccccc2)cc1NC(=O)Nc1ccc([N+](=O)[O-])cc1	0.5	2	5.2	-12	0	10	30	-6	-1.1	6
Cc1cc(S(=O)(=O)N2CCN(c3c(C)cccc3C)CC2)ccc1F	1.5	5	3.3	-6	-15	1	-2	-2	0.0	-4
Cn1c(=O)c2c([nH]c(=O)n2C)n(C)c1=O	0.2	-2	0.0	2	-3	-7	5	-4	-0.9	12
O=C(Nc1cc(Sc2ccccn2)cc([N+](=O)[O-])c1)c1ccc(Cl)cc1	1.4	6	5.8	1	-1	-16	-7	-14	-1.1	5
Cc1ccc(NC(=O)c2ccccc2-c2ccccc2C(=O)O)cc1C	1.7	0	-1.2	0	-8	-1	2	-3	-0.2	-2
NC(=O)c1nsc(C(=O)N(c2ccccc2F)C(C(=O)NCc2ccccc2)c2ccc(O)cc2)c1N (centres undefined)	-1.4	-1	0.7	-18	-5	-17	-5	-3	-0.2	9
COc1cc(C(=O)Nc2sc3c(c2C(=O)O)CCC3)cc(OC)c1OC	-0.3	1	-0.1	5	14	5	1	-4	-0.5	-2
CC1Nc2ncnc(N3CCN(c4ccccc4)CC3)c2N(Cc2ccccc2)C1=O (centres undefined)	-0.8	1	1.0	0	-8	7	-2	-1	-0.2	6
CCOC(=O)N1CCN(C(=O)CSCc2ccccc2)CC1	0.0	1	0.8	1	-5	1	4	0	1.1	1
CCOc1ccccc1CN1CCN(Cc2ccc3cc(F)ccc3n2)CC1CCO (centres undefined)	-0.5	2	-1.2	-2	-5	9	-4	-2	1.4	-12
O=C(CSCCOc1ccccc1)NCc1ccncc1	1.0	-2	3.3	4	-5	-3	2	-11	-1.5	0
CCOC(=O)c1cnn(CCOC(=O)c2ccccc2)c1NC(=O)c1ccccc1	-0.5	2	-1.0	8	-2	2	5	-14	-1.8	-11
Cc1ccc(NC(=O)CSc2n[nH]c(C)c2[N+](=O)[O-])cc1	0.8	1	-0.3	-13	-9	0	1	-1	-0.9	8
O=C(CSc1ncn(-c2ccccc2)n1)Nc1nc(-c2ccccc2)cs1	1.5	-2	2.2	10	2	0	-2	-2	-0.6	-10
O=C(NCCN1CCOCC1)c1ccc(=O)n(Cc2ccc(Cl)cc2)c1	-0.2	0	-0.5	-2	-6	2	-1	-3	0.5	20
NC(=O)c1ccc(Cn2c(C(=O)c3ccc(Cl)cc3)c3ccccc3[n+]2[O-])cc1	-0.3	0	0.0	-7	0	-23	4	-7	0.0	1
COc1cc(C(=O)NCC2CCCO2)ccc1OCc1c(C)noc1C (centres undefined)	0.3	-2	0.9	1	-9	-4	-2	-4	-0.3	13
CCCc1nc2oc3c(NCCCN(C)C)ncnc3c2c2c1CCCC2	1.0	-3	-1.0	12	3	0	4	-10	-1.2	-11
CCCCOc1ccc(CSC2=NCCN2)cc1[N+](=O)[O-]	-0.6	-1	-2.3	-3	4	-7	3	-13	-0.8	18
Cc1ccc(C)c(S(=O)(=O)N(C(=O)c2ccncc2)c2ccc(OC(=O)c3ccncc3)cc2)c1	0.5	0	-0.2	2	-5	3	2	-5	-0.7	4
CCOC(=O)[C@]12CCC=C1N(Cc1ccco1)C(=O)[C@H](CC(=O)NCc1cccc3ccccc13)C2	-1.2	x	2.0	-8	x	3	x	-2	-0.1	-29
CC(CNC(=O)CC(C)(C)C)NC(=O)CC(C)(C)C (centres undefined)	-0.3	1	0.0	-5	-5	2	0	-2	-1.4	1
Cn1c(=O)oc2cc(S(=O)(=O)NCC3CCCO3)ccc21 (centres undefined)	0.1	-5	-1.0	-26	-2	0	10	0	0.1	-40
COc1ccc([N+](=O)[O-])cc1C(=O)NCCOc1ccc(Cl)cc1	-0.1	0	0.8	0	-17	-23	-2	-3	-0.2	6

3 compounds from above, sorted by their value in Scp1 inh, low to high:
smiles | Scp1 inh
O=C(NCCN1CCOCC1)c1ccc(=O)n(Cc2ccc(Cl)cc2)c1 | -6
Cc1ccc(C)c(S(=O)(=O)N(C(=O)c2ccncc2)c2ccc(OC(=O)c3ccncc3)cc2)c1 | -5
Cn1c(=O)oc2cc(S(=O)(=O)NCC3CCCO3)ccc21 (centres undefined) | -2

Remaining list, next part:
SMILES	MsrA inhibitor	STEP block	LMPTP inh	E coli Lon inh	Scp1 inh	SUMO1 PPI mod	DNMT1 inh	MsrA act	Tb MetRS inh	CendR NRP1 mod
CCOc1ccc(-c2nnn(CC(=O)c3ccc4c(c3)OCCO4)n2)cc1OCC	0.8	3	2.8	1	-18	-7	1	-2	0.7	-18
CCOc1ccccc1C1C(C(=O)OC)=CN(C)C=C1C(=O)OC	-0.2	0	-1.0	-2	-4	-5	-1	-3	-0.6	-3
O=C(CSc1nnc(Cc2ccccc2)n1Cc1ccco1)NC12CC3CC(CC(C3)C1)C2	-1.2	-4	0.8	-6	-2	0	-8	0	-0.8	4
COC(=O)[C@@H](NS(=O)(=O)c1cc(Br)ccc1Br)C(C)C	-0.8	1	-0.1	-4	x	4	6	1	-0.7	2
Cc1cccc(Cc2nc3ccccc3[nH]2)c1	0.9	0	3.0	-8	-4	-1	4	0	1.8	13
COC(=O)c1ccc(NC(=O)COC(=O)C2CC(=O)N(Cc3ccccc3)C2)cc1 (centres undefined)	-0.9	-1	-1.6	2	-3	1	-1	-9	-1.0	-10
Cc1cc(=O)oc(C)c1C(=O)NCc1c(F)cc(F)cc1F	0.8	2	-1.8	0	-8	2	0	-5	0.7	9
O=C(N/C(=C\c1cccnc1)C(=O)N1CCOCC1)c1cccc(Br)c1	0.4	-3	-1.2	7	-2	-2	2	1	0.4	-3
Cc1nn(C/C(C#N)=N\O)c(C)[n+]1N	-0.8	-1	-4.6	0	2	0	5	-12	-1.1	4
Cn1c(CN2CCN(CCO)CC2)c(C#N)c2ccccc21	1.1	0	-0.2	-7	-8	-3	-5	-1	-0.2	-5
COc1ccc(C(NC(=O)C(C)C)c2c(O)ccc3ccccc23)cc1OC (centres undefined)	2.0	0	-0.3	-5	-13	2	-9	-3	-0.4	-12
COc1cccc(CC(=O)OCC(=O)N(C)CC(=O)Nc2ccccc2Cl)c1	-0.5	-1	-2.6	5	-6	3	2	0	-0.5	20*
CN(C(=O)CCNC(=O)Cn1cnc2ccccc2c1=O)c1ccc(Br)cc1	0.6	-1	-0.9	-15	4	3	-1	-2	0.4	-8
Cc1c(NC(=O)CSc2ccccc2Cl)c(=O)n(-c2ccccc2)n1C	-0.9	-3	-1.9	-6	-4	2	2	0	0.0	1
